H9c2 TAG inh: triacylglycerol accumulation inhibition; AID 651582; H9c2 cells, Nile Red lipid (TAG) fluorescence; cells loaded with 200 µM oleic acid; 230,000 tested, 0.66% active; inhibition, % at 12.5 µM;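 active means pattern-corrected inhibition of lipid staining of at least 50% with the nuclear-stain viability signal not falling by more than 50%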;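 further: 0% = DMSO wells and 100% = triacsin C control wells; some results filed as inactive read as strong as hits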
H9c2 TAG inh DAPI viability: also measured in H9c2 TAG inh; calls as there; DAPI nuclei signal change (viability), lower = more cytotoxic, %;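 whole-well DAPI fluorescence read on a plate reader as a viability signal; minus 50 percent equals half of cells still viable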
* marks the source's active call; other numbers are inactive results. Not all compounds are listed, so the mix of outcomes need not match the whole.

entry | SMILES | H9c2 TAG inh | H9c2 TAG inh DAPI viability
1 | O=C(ON=C1CCN(S(=O)(=O)c2ccccc2)CC1)c1cccc(Cl)c1 | 7 | -2
2 | O=C(Nc1nc(-c2cc(F)ccc2F)cs1)c1cccc(N2C(=O)CCC2=O)c1 | 3 | -4
3 | COC(=O)c1ccccc1NC(=O)CSc1nc(N)cc(=O)[nH]1 | 2 | 0
4 | O=C(c1cnn(C(=O)COc2ccc(Cl)cc2)c1)c1ccccc1O | -18 | 10
5 | COc1ccc(S(=O)(=O)N2CCOCC2)cc1NC(=O)CSc1nnc(NC2CC2)s1 | 7 | -5
6 | Cc1ccccc1NS(=O)(=O)c1ccc2[nH]cc(C(=O)N(C)Cc3ccco3)c(=O)c2c1 | 11 | -4
7 | CC(OC(=O)CCC(=O)c1cccs1)C(=O)NC1CCCCC1C (stereo not given) | -1 | -1
8 | CC1(NC(=O)Cc2c(Cl)cccc2Cl)CCS(=O)(=O)C1 (stereo not given) | -5 | -3
9 | CC[C@@H]1C(c2cccc(C)c2)=NN(c2ccccc2)[C@H]1C(=O)N1CCOC1=O | 3 | 27
10 | Nc1nc(SCC(=O)O)[nH]c(=O)c1NC(=O)c1ccco1 | -10 | 2
11 | COc1cccc(CNS(=O)(=O)c2cc3c(cc2C)NC(=O)CO3)c1 | -16 | 3
12 | O=C(CN1C(=O)c2cccc3cccc1c23)Nc1ccccc1 | -10 | -8
13 | O=C(CN1C(=O)NC2(CCCc3ccccc32)C1=O)NCc1ccco1 (stereo not given) | -7 | 0
14 | O=C(NCc1ccccc1)c1ccc(CSc2ccccc2)o1 | -37 | -2
15 | Cc1cccc(C)c1C(=NCCN(C)C)c1ccccc1 | 18 | -11
16 | CC(C)N(Cc1nnc(-c2ccccc2Cl)o1)C(=O)COc1cccc(Cl)c1 | -4 | -4
17 | O=C(CCCc1nc2ccccc2s1)NNC(=O)CCN1CCN(Cc2ccccc2)CC1 | 7 | 0
18 | O=C(OCc1nc2ccc(Cl)cc2n1CCO)c1ccccc1 | -22 | 3
19 | O=C(CC(=O)c1ccccc1)Nc1cccnc1 | 17 | -12
20 | CSc1ncnc2c1ncn2CCCN(C)CCc1ccccn1 | 14 | -1
21 | CCn1ccnc1CNC(=O)CC1C(=O)NCCN1Cc1ccccc1F (stereo not given) | -6 | 5
22 | COCCC(=O)N1CCC(Oc2ccc(C(=O)NCc3ccon3)cc2)CC1 | -3 | 3
23 | O=C(/C=C/c1ccc(Cl)c(Cl)c1)Nc1cccnc1 | 6 | 4
24 | O=c1oc2ccc(Cl)cc2nc1/C=C(\O)c1ccco1 | 17 | -6
25 | OCCNCc1cccc(OCc2ccccc2Cl)c1 | 21 | 8

Next section.
entry | SMILES | H9c2 TAG inh | H9c2 TAG inh DAPI viability
26 | CCc1cc2c(CN3CCN(CC)CC3)cc(=O)oc2cc1O | 11 | 174
27 | CCOC(=O)N1CCN(C(=O)c2cc(-c3ccc(F)cc3)[nH]c2C)CC1 | -4 | 3
28 | Cc1cc(/C=C2/SC(=S)N(c3ccc([N+](=O)[O-])cc3)C2=O)c(C)n1-c1cccnc1 | -25 | -6
29 | CCOC(=O)c1ccc(Nc2ncnc3ccc(C)cc23)cc1 | 9 | 8
30 | CCOC(=O)/C(=N\O)C1=NC(C)(C)Cc2ccccc21 | -21 | 17
31 | COc1ccc(NC(=O)C(C/C=C(/C)Cl)C(C)=O)cc1 (stereo not given) | -6 | 7
32 | Nc1ccc(Nc2ccc([N+](=O)[O-])cc2[N+](=O)[O-])cc1 | -9 | -2
33 | CN(C)c1ccc(C(=S)N2CCN(c3ccc([N+](=O)[O-])cc3)CC2)cc1 | -7 | 1
34 | O=C1CC(=O)N(Cc2ccco2)C(=S)N1 | -2 | -8
35 | O=C(CCCc1nc2ccccc2s1)N1CCN(c2ccccc2)CC1 | -7 | 13
36 | NC(=O)c1ccc(Nc2nc(C(N)COCc3ccccc3)cs2)cc1 (stereo not given) | 8 | 20
37 | C/C(=N\NC(=O)CO/N=C(\C)c1cccs1)c1ccc(N)cc1 | -10 | 6
38 | COc1cccc(/C=N/NC(=O)c2ccoc2C)c1O | 44 | -9
39 | O=C(NN=C1CCCCCC1)c1ccc(Cl)s1 | 11 | -5
40 | COc1cccc(N2CCN(C(=O)c3cn(Cc4ccccc4)nc3-c3cccnc3)CC2)c1 | 24 | -26
41 | COc1ccc(NC(=O)N(C)C[C@H]2Oc3ccc(NC(=O)CCN4CCOCC4)cc3C(=O)N([C@H](C)CO)C[C@@H]2C)cc1 | -28 | -8
42 | CCOc1ccc(N2C(=O)CC(C(C)c3ccccc3)C2=O)cc1 (stereo not given) | 11 | 0
43 | O=C(Oc1ccc(-c2nnco2)cc1)c1ccc(Br)o1 | 1 | 8
44 | CC(C)OC(=O)NC(Nc1ccccc1C(=O)O)(C(F)(F)F)C(F)(F)F | 0 | 4
45 | COc1cccc(C2CCCN2Cc2nc(-c3cnccn3)no2)c1 (stereo not given) | 14 | -6
46 | COc1ccc(C2/C(=C(/O)c3ccccc3)C(=O)C(=O)N2CCN2CCOCC2)c(OC)c1 (stereo not given) | -5 | 1
47 | O=C(c1cccc(Br)c1)N1CCN(c2cnn(-c3ccccc3)c(=O)c2Cl)CC1 | 8 | -10
48 | COC(c1ccccc1)c1nnc(CCC(=O)N(C)CCOc2ccccc2)o1 (stereo not given) | -13 | -6
49 | Cc1c(NC(=O)c2cnn3c2NC(c2ccc(Br)cc2)CC3C(F)(F)F)c(=O)n(-c2ccccc2)n1C (stereo not given) | -6 | 1
50 | COc1ccc(Nc2nc(-c3cc4cccc(OC)c4oc3=O)cs2)cc1 | 26 | 0

(next part)
entry | SMILES | H9c2 TAG inh | H9c2 TAG inh DAPI viability
51 | O=C(NCC(=O)N1CCCCC1)c1ccc(Cl)cc1Cl | 11 | -12
52 | CC[C@]12c3[nH]c4ccc(OC)cc4c3CCN1C(=O)C(CC(=O)NCc1ccc(OC)c(OC)c1)C[C@@H]2C(=O)N1CCN(C(=O)C2CC2)CC1 (stereo not given in full) | 2 | -5
53 | COc1ccc(NC(=O)Nc2ccc3c(c2)C(=O)N([C@H](C)CO)C[C@H](C)[C@@H](CN(C)S(C)(=O)=O)O3)cc1 | 8 | 0
54 | CC1(C)CC(=O)C(CC2CCCCC2=O)C(=O)C1 (stereo not given) | -8 | -9
55 | O=[N+]([O-])c1ccc(Nc2ccc(N3CCOCC3)cc2)c([N+](=O)[O-])c1 | -18 | -6
56 | Cc1cc(C(=O)N/N=C/c2ccc([N+](=O)[O-])s2)n[nH]1 | -5 | 1
57 | Cc1cc(NS(=O)(=O)c2ccc(NC(=O)CSc3nc4sc(C)c(C)c4c(=O)[nH]3)cc2)no1 | 10 | 0
58 | O=C(Nc1ccccc1)O/N=C1\CCCCC1c1ccc([N+](=O)[O-])cc1[N+](=O)[O-] (stereo not given) | -14 | -9
59 | COc1cc(-c2nc(CN3CCN(CC(C)C)C(=O)[C@@H]3C)c(C)o2)ccc1F | 11 | -11
60 | FC(F)(F)c1ccc2nnc(-c3c(Cl)cccc3Cl)n2c1 | 14 | -4
61 | CCc1ccc2c(c1)/C(=C/C(=O)c1cccs1)C(=O)N2 | -4 | -19
62 | CCOC(=O)N1CCN(C(=O)CN(C)S(=O)(=O)c2ccc3c(c2)c(=O)n(C)c(=O)n3C)CC1 | -5 | 0
63 | CC1NC(=O)c2cc3ccccc3cc2-n2c1nc1cc(F)ccc1c2=O (stereo not given) | -43 | 11
64 | O=C(N/N=C/c1cccnc1)C1CCCN(S(=O)(=O)c2ccccc2)C1 (stereo not given) | 18 | -10
65 | CCN(CC)CCCN1C=C2C(=O)C(C)(OC(=O)C3CCCC3)C(=O)C=C2C=C1c1ccsc1 (stereo not given) | 16 | -3
66 | S=C(NCC1CCCO1)Nc1cc(Cl)c(Cl)cc1Cl (stereo not given) | -8 | 2
67 | CCCNC(=O)c1onc(CSc2ccc(F)cc2)c1C(=O)NCCOC | 5 | 11
68 | c1cncc(-c2nnc3n2N=C(c2cccs2)CS3)c1 | 8 | 1
69 | NC(=O)c1ccc(NC(=S)NCc2ccco2)cc1 | -1 | -9
70 | Clc1ccc(C(c2ccccc2Cl)C(Cl)Cl)cc1 (stereo not given) | 1 | 8
71 | O=C(Cn1cnc2ccccc2c1=O)Nc1ccc(S(=O)(=O)N2CCOCC2)cc1 | -6 | 6
72 | CCOc1ccc(S(=O)(=O)NN2Cc3ccccc3C2=N)cc1 | -3 | -7
73 | COc1ccc(OC(C)C(=O)NCc2cccnc2)cc1 (stereo not given) | -8 | -10
74 | O=C(COC(=O)CC1CC2CCC1C2)Nc1cc([N+](=O)[O-])ccc1F (stereo not given) | -3 | 4
75 | COc1ccc(NC(=O)COc2ccccc2)c(OC)c1 | -15 | -2

Next section:
entry | SMILES | H9c2 TAG inh | H9c2 TAG inh DAPI viability
76 | Cc1ccc(C(=O)N2CCN(c3ccc(NC(=O)c4ccc(Br)o4)cc3)CC2)cc1 | 5 | 6
77 | O=c1c2cnn(-c3ccccc3)c2nnn1Cc1ccccn1 | 4 | -6
78 | CC(=O)N1CC=CC1(CC(C)C)C(=O)NCCN1CCOCC1 (stereo not given) | 2 | 6
79 | CN(N=Cc1ccc([N+](=O)[O-])cc1)c1ccccn1 | -4 | 3
80 | CSc1ccccc1NC(=O)C(=O)c1c[nH]c2ccccc12 | 6 | 8
81 | O=C(Nc1ccc(Cl)c(Cl)c1)c1cccnc1 | -12 | 0
82 | O=C1OCCC1Sc1nnc(-c2ccco2)n1-c1ccccc1 (stereo not given) | -7 | 10
83 | COc1ccc(C(c2sc3nc(C)nn3c2O)N2CCC3(CC2)OCCO3)cc1 (stereo not given) | -3 | 4
84 | O=C(C1CCN(Cc2ccccc2O)CC1)N1CCN(Cc2ccc3c(c2)OCO3)CC1 | -19 | 6
85 | O=C(NCCCO)/C(=C/c1ccc(-c2cccc([N+](=O)[O-])c2)o1)NC(=O)c1ccccc1 | 2 | -5
86 | S=C1NCN(Cc2ccccc2)CN1C1CCCCC1 | -11 | 9
87 | CC1CCCC(C)N1C(=O)COC(=O)c1ccc[nH]c1=O (stereo not given) | 3 | -11
88 | O=C(COC(=O)c1cc(=O)c2ccccc2o1)NCC1CCCCC1 | 11 | -8
89 | CCN1CCN(c2ccc(S(=O)(=O)N3CCOCC3)cc2NC(=O)/C=C/c2ccc([N+](=O)[O-])cc2)CC1 | 13 | 3
90 | O=C(c1cccc(S(=O)(=O)N2CCN(c3ccccc3)CC2)c1)N1CC=C(c2ccccc2)CC1 | -9 | 2
91 | CN(Cc1nc2ccccc2c(=O)[nH]1)C(=O)c1cc(C2CC2)nn1-c1ccccc1 | -3 | -1
92 | CC(=O)NC(=S)Nc1ccc2oc(-c3cc(F)c(F)cc3Cl)nc2c1 | 22 | 14
93 | O=S(=O)(c1cccc(-c2n[nH]c(=S)n2C2CCCC2)c1)N1CCOCC1 | -7 | 11
94 | CCN(C1CCCCC1)S(=O)(=O)c1ccc(S(=O)(=O)N2CCN(CCC#N)CC2)cc1 | -27 | -8
95 | COc1cc(C(=O)NN(CCC#N)C2=NS(=O)(=O)c3ccccc32)cc(OC)c1OC | 8 | -1
96 | Cc1ccc(NC(=O)c2nc[nH]c2C(=O)N[C@@H](CCCCNC(=O)OC(C)(C)C)C(=O)OC(C)(C)C)cc1 | 31 | 1
97 | CCC(C)NC(=O)[C@H](CSCc1ccccc1)N1Cc2ccccc2C1=O (stereo not given in full) | -8 | -2
98 | COC(=O)c1ccc(NC(=O)COc2ccc(N(C)S(=O)(=O)c3ccc(C)cc3)cc2)cc1 | -56 | -7
99 | CCCSc1nnc(NC(=O)Nc2ccccc2OC)s1 | 1 | -1
100 | O=C(c1csc2c1CCCC2)N1CCN(c2ccc(F)cc2)CC1 | 1 | 8

(cont.)
entry | SMILES | H9c2 TAG inh | H9c2 TAG inh DAPI viability
101 | COc1cc2c(cc1OC)[C@@H]1Cc3cc4c(cc3[C@H](C2)N1C)OCO4 | 2 | -3
102 | COc1ccc(CC(=O)Oc2ccccc2C)cc1 | 2 | 4
103 | Cc1ccc(-c2nnc(-c3ccc(NC(=O)c4ccco4)cc3)o2)cc1 | 18 | 6
104 | COc1cc(CN=Cc2c(O)n(Cc3ccccc3)c(=S)[nH]c2=O)cc(OC)c1 | 6 | -7
105 | Clc1ccc(-n2ncc3c(NCCN4CCOCC4)ncnc32)cc1 | 23 | -1
106 | COC(=O)N1CC(=O)N(OC)C1c1ccc(Cl)cc1Cl (stereo not given) | -16 | 14
107 | CC(NC(=O)CN(C1CCCCC1)S(C)(=O)=O)c1ccccc1 (stereo not given) | 4 | 7
108 | OC(c1ccccc1)(c1nc(-c2csc3ccccc23)cs1)C(F)(F)F (stereo not given) | -17 | 10
109 | Cn1nc(C(=O)OCC(=O)N(Cc2ccccc2)C(C)(C)C)c2ccccc2c1=O | 17 | 1
110 | O=C(Nc1cccc(S(=O)(=O)N2CCCC2)c1)[C@@H]1O[C@H](CO)[C@@H](O)[C@H]1O | -16 | 2
111 | CCOCCCNC(=S)NCCCNc1nc2c(C)cc(C)cc2cc1C#N | 5 | 27
112 | CCCn1c2ccc(F)cc2c2nnc(NN)nc21 | -1 | 1
113 | O=S(=O)(NN1CCOCC1)c1cc(Cl)cc(Cl)c1O | 5 | 7
114 | Cc1oc(C)c(C(=O)Nc2ccc(CC(=O)O)cc2)c1C(=O)Nc1ccc(CC(=O)O)cc1 | 3 | 3
115 | N/C(=N\OC(=O)CCc1ccccc1)c1cccnc1 | -7 | 2
116 | COc1ccc(C2CC(c3cccs3)=NN2C(=O)CSc2nncs2)cc1OC (stereo not given) | 26 | -12

Source: PubChem BioAssay (Sanford-Burnham Center for Chemical Genomics)
